ERp5 inh – blocks human ERp5 reductase activity on insulin | Q15084 | ERp5 insulin aggregation, absorbance 650 nm, 90 min | inhibition, % at 9.99 µM | 350,000 tested, 0.05% active | AID 651711;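 active means mean replicate inhibition above about 25%, with every replicate also reaching it, limit read from the data, passing the limit was not always enough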
Target sequence (Q15084 whole entry, looked up): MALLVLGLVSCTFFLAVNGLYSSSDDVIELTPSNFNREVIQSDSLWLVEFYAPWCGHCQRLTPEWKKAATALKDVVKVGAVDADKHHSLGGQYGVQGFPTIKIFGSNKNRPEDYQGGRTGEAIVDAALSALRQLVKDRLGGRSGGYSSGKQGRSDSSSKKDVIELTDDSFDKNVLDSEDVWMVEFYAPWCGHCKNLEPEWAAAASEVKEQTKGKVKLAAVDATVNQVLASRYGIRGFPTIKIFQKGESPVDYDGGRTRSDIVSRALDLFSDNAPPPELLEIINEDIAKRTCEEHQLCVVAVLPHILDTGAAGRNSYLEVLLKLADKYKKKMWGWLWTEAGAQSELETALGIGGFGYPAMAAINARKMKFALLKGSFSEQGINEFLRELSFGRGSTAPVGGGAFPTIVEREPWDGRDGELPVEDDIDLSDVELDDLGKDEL
Cneo AK release – Cryptococcus neoformans lysis via adenylate kinase release; lysis activity, % at 15 µM; C. neoformans lysis, adenylate kinase release luminescence, 4 h; normalised: neutral wells 0, clomiphene wells 100; 360,000 tested, 0.2% active;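 active means mean lysis activity across replicates of at least 80%, whatever share of replicates individually reach that level; inactive means mean lysis activity below 80%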
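Assay system: log-phase C. neoformans yeast / Quantity: yeast cell density of 5 × 10^6 cells/mL / Medium: fresh YPD growth medium / Compound: single dose / Timing: static 4 h at 37 °C with compound, 1 h detection / Measured by: adenylate kinase release luminescence / Read-out: lysis from increased AK signal / Benchmarks: Clomiphene as positive lysis control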
esBAF inh – SWI/SNF esBAF complex inhibition; mouse ES cells, Bmi1-luciferase knock-in reporter, 24 h; 100% = twice the neutral-well signal; reporter increase, % at 12.5 µM; 350,000 tested, 2% active; in the data active means activation above about 40%;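 further: 0% = median of the plate's neutral control wells and 100% = double that signal; a rise in the Bmi1 reporter signal indicates esBAF inhibition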
miR122 inh – inhibitors of miR-122 in Huh7 cells; Huh7 miR-122 Renilla luciferase sensor, 48 h; neutral wells = 0, positive control = 100; activation (reporter increase), % at 12.5 µM; 340,000 tested, 0.3% active;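 active means mean replicate activation score at least 90 and every replicate individually at or above 90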;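 further: higher luciferase means less miR-122 activity so hits act as miR-122 inhibitors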
SIRT5 inh – blocks human SIRT5 desuccinylation of peptide | 330,000 tested, 1.1% active | inhibition, % at 15 µM | AID 652115 | Q9NXA8 | Purified SirT5, succinyl-peptide AMC, trypsin-coupled fluorescence; in the data active means inhibition above about 15%
Target sequence (Q9NXA8 whole entry, looked up): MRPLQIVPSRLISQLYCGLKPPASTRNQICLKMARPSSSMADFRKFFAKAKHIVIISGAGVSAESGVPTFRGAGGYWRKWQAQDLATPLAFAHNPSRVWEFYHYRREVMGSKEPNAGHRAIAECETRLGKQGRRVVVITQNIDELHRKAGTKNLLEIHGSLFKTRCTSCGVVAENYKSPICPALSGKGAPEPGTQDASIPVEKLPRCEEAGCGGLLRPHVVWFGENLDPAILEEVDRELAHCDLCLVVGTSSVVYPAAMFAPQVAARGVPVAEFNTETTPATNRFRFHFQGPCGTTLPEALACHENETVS
ARNT-TACC3 inh – disrupts binding between human ARNT and TACC3; Q9Y6A5; AlphaScreen His-ARNT PAS-B/GST-TACC3 binding, luminescence; TACC3 fragment carries E629A point mutation; inhibition, % at 9.99 µM; 390,000 tested, 0.66% active;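 active means mean inhibition of replicates at least 50% and at least half of replicates each reaching 50%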;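 further: 0% = complete ARNT plus TACC3 wells and 100% = ARNT alone without TACC3; many hits fall short of the cut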
Statin myotox sup – suppression of simvastatin myotoxicity; C2C12 myotubes + simvastatin, ATP luminescence, 48 h; scaled: DMSO 0, geranylgeraniol control 100; rescue of ATP level, % at 7.49 µM; AID 602340; 330,000 tested, 0.78% active;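 active means mean ATP rescue above about 67%, or every replicate alone reaching that limit, limit read from the data, passing the limit was not always enough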;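 further: myotubes were challenged with 10 µM simvastatin during compound exposure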
* = called active by the depositor; / = no result given; [ ] = remark or other dose.

No.	mol	miR122 inh	ERp5 inh	Statin myotox sup	SIRT5 inh
1	C(=N\Nc1nc2ccccc2[nH]1)/c1ccccc1	-4	-3	-10	-6
2	CCOc1ccc(N(CC(=O)NC2CCCC2)C(=O)CCC(=O)Nc2nc(C)cs2)cc1	/	-3	-2	-2
3	COc1ccc2c(c1)c(=O)oc1c(C)c(OC(C)C(=O)N[C@@H](Cc3c[nH]c4ccc(O)cc34)C(=O)O)ccc12 (stereo partly drawn)	-7	1	-3	3
4	CCn1cc(S(=O)(=O)Nc2ncccn2)cn1	/	1	-7	-4
5	CCCCC(=O)Nc1ccccc1C(=O)N1CCOCC1	9	/	-1	/
6	CC1N=C(SCC(=O)c2ccc(F)cc2)N2C(C)N=C(SCC(=O)c3ccc(F)cc3)N12 (stereo not drawn)	/	9	-4	/
7	CN(C)C(=O)[C@@H]1[C@@H](CO)[C@@H]2Cn3c(cccc3=O)[C@H]1N2CC1CCOCC1	0[16.7 µM]	-1	9	3
8	N#Cc1cccc(NC(=O)COC(=O)c2ccc[n+]([O-])c2)c1	-8	-3	-1	-5
9	CCOC(=O)C(CC)n1cnc2c(oc3ccccc32)c1=O (stereo not drawn)	0	/	/	/
10	O=C(NCCOC(=O)c1ccc(C(=O)OCCNC(=O)c2ccccc2)o1)c1ccccc1	-3	/	-11	/
11	O=C(CN1C(=O)C(=O)N(CCC2=CCCCC2)C1=O)c1c[nH]c2ccccc12	4	1	2	0
12	COc1ccc(CCn2ccc(O)c(Cc3ccc(Cl)cc3Cl)c2=O)cc1OC	/	5	/	-2
13	NC(=O)c1cccc2ccccc12	-1	2	-6	-2
14	CCCNC(=O)N1C[C@@H](C)[C@@H](OC)CN(C)C(=O)c2cc(NC(C)=O)ccc2OC[C@H]1C	-1[16.7 µM]	2	-6	-12
15	COc1cc(N)c(Cl)cc1C(=O)OCC(=O)c1cccs1	-4	3	0	-1

No.	Cneo AK release	ARNT-TACC3 inh	esBAF inh
1	0	1	55*
2	0	/	-2
3	-4	31	-8
4	0	-2	-4
5	3	-2	7
6	3	/	-2
7	-1	1	0
8	0	1	-2
9	-2	-4	/
10	4	-4	5
11	5	10	4
12	/	-7	/
13	0	-3	8
14	0	-14	1
15	/	3	5

(continued)
No.	mol	miR122 inh	ERp5 inh	Statin myotox sup	SIRT5 inh
16	Nc1cc2sc(-c3ccc(C(=O)O)cc3)nc2cc1Cl	-6	1	/	-17
17	COc1ccccc1-c1noc(-c2cccs2)n1	9	0	224*	-2
18	Cc1ccc(CNC(=O)C2CCC(=O)N(CCc3ccccn3)C2)s1 (stereo not drawn)	/	-2	4	-1
19	COc1ccc(/C=N\NC(=O)c2ccccc2F)cc1COc1ccc(F)cc1F	7	3	-73	-1
20	COc1ccc(C(=O)Nc2ccc3c(c2)OC[C@@H](C)N(C)C[C@@H](C)[C@@H](OC)CN(C)C3=O)cc1	1[16.7 µM]	2	5	2
21	c1ccc(CNn2c(N3CCOCC3)nc3ccccc32)cc1	-5	/	/	/
22	COc1cccc(NC(=O)c2cccc(C(=O)Nc3cccc(OC)c3)n2)c1	0	-2	/	-3
23	Cc1cccc(CN2CCC(n3nccc3NC(=O)c3ccccc3C)CC2)n1	3	-6	21	-2
24	CCN(CC)S(=O)(=O)N1CCC(C(=O)NC2CCCc3ccccc32)CC1 (stereo not drawn)	4	/	-3	/
25	CCC(C)N(C(=O)COC(=O)c1cc([N+](=O)[O-])ccc1N)C1CCS(=O)(=O)C1 (stereo not drawn)	-11	-2	/	7
26	O=C(NCc1n[nH]c(=S)n1-c1cccc(Cl)c1)c1ccc(S(=O)(=O)N2CCCCC2)cc1	0	2	13	2
27	C/C(Nc1ccc(Cl)cc1)=C(/C#N)C(N)=O	/	/	21	/
28	Cc1ccc(S(=O)(=O)N2CCOCC2)cc1-c1n[nH]c(=S)n1-c1ccccc1	/	-1	-1	0
29	CCOC(=O)c1ccc(NC(=O)CSC(=S)N2CCOCC2)cc1	/	1	/	-3
30	C[C@H](CO)N1C[C@H](C)[C@H](CN(C)C(=O)Cc2ccncc2)Oc2cc(C#Cc3ccccc3F)ccc2S1(=O)=O	18[16.7 µM]	/	8	/

No.	Cneo AK release	ARNT-TACC3 inh	esBAF inh
16	1	-4	/
17	-3	-9	55*
18	1	4	-7
19	-2	-1	-10
20	-17	/	0
21	8	-7	2
22	-1	-4	/
23	-1	-5	1
24	/	-8	9
25	3	-14	/
26	-1	2	-4
27	1	0	-5
28	-2	-1	-1
29	/	-4	/
30	/	/	4

Laid out differently: entries from further up.
item	smiles	miR122 inh	ERp5 inh	Statin myotox sup	SIRT5 inh	Cneo AK release	ARNT-TACC3 inh	esBAF inh
27	C/C(Nc1ccc(Cl)cc1)=C(/C#N)C(N)=O	/	/	21	/	1	0	-5
30	C[C@H](CO)N1C[C@H](C)[C@H](CN(C)C(=O)Cc2ccncc2)Oc2cc(C#Cc3ccccc3F)ccc2S1(=O)=O	18[16.7 µM]	/	8	/	/	/	4
18	Cc1ccc(CNC(=O)C2CCC(=O)N(CCc3ccccn3)C2)s1 (stereo not drawn)	/	-2	4	-1	1	4	-7

(continued)
No.	mol	miR122 inh	ERp5 inh	Statin myotox sup	SIRT5 inh
31	O=C(C[C@@H]1CC[C@H]2[C@@H](COC[C@H](O)CN2S(=O)(=O)c2cccc(Cl)c2)O1)Nc1ccccc1	-3[16.7 µM]	-1	-2	/
32	O=[N+]([O-])c1ccc(-n2cnc3ccccc32)c([N+](=O)[O-])c1	-4	-5	/	/
33	CO[C@@H]1CN(C)C(=O)c2ccc(NS(=O)(=O)c3ccc(C)cc3)cc2OC[C@H](C)N(Cc2nccs2)C[C@@H]1C	/	-3	23	-10
34	NCCCn1c(C(=O)c2cc(Cl)c(N)c(Cl)c2)c2ccc(C(F)(F)F)cc2[n+]1[O-]	8	-7	-3	/
35	Cc1cccc(N2CCN(C(=O)c3ccc4nc(N5CCCCC5)sc4c3)CC2)c1C	1	3	5	-3
36	CCCCn1c(N)c(N(CCOC)C(=O)COC(=O)COc2c(C)cccc2C)c(=O)[nH]c1=O	/	-1	/	1
37	Cc1cccc(N2CCN(C(=O)C3CC(=O)N(c4ccc5c(c4)OCCO5)C3)CC2C)c1 (stereo not drawn)	-11	5	13	-1
38	CCn1cc(CCC(=O)NCc2ccc(F)cc2)c2ccccc21	1	1	4	-6
39	CC(C)NC(=O)N[C@@H]1CC[C@@H](CCN)O[C@@H]1CO	-6[16.7 µM]	-2	-4	0
40	CC(=O)NC(Cc1ccc(F)cc1)C(=O)NC1CCN(S(=O)(=O)c2ccccc2)CC1 (stereo not drawn)	/	-2	-9	-5
41	Cc1cccc(-c2nc(CN3CCCC(C(=O)NC4CCCC4)C3)c(C)o2)c1 (stereo not drawn)	-20	/	-15	/
42	Cc1onc(-c2ccccc2)c1C(=O)NCc1ccco1	-2	/	/	/
43	CCc1nnc(NC(=O)CSc2nc(C3CCCCC3)nc3ccccc23)s1	6	/	-1	/
44	COc1ccc2cc(C(=O)Nc3ccc(O)cc3)sc(=O)c2c1OC	/	-1	/	0
45	CS(=O)(=O)c1ccc(Cl)c(NC(=O)Cc2ccsc2)c1	-2	3	0	-3

No.	Cneo AK release	ARNT-TACC3 inh	esBAF inh
31	8	-2	0
32	/	-13	/
33	-9	-3	-1
34	-5	5	3
35	19	4	61*
36	/	-5	/
37	-1	4	-2
38	-1	-1	12
39	-1	3	0
40	-1	-4	-1
41	1	3	-5
42	2	-2	/
43	-1	2	8
44	/	-2	/
45	2	-1	15

A run of entries from further up, as a working copy:
No.	mol	miR122 inh	ERp5 inh	Statin myotox sup	SIRT5 inh
31	O=C(C[C@@H]1CC[C@H]2[C@@H](COC[C@H](O)CN2S(=O)(=O)c2cccc(Cl)c2)O1)Nc1ccccc1	-3[16.7 µM]	-1	-2	/
32	O=[N+]([O-])c1ccc(-n2cnc3ccccc32)c([N+](=O)[O-])c1	-4	-5	/	/
33	CO[C@@H]1CN(C)C(=O)c2ccc(NS(=O)(=O)c3ccc(C)cc3)cc2OC[C@H](C)N(Cc2nccs2)C[C@@H]1C	/	-3	23	-10

No.	Cneo AK release	ARNT-TACC3 inh	esBAF inh
31	8	-2	0
32	/	-13	/
33	-9	-3	-1

The listing continues.
No.	mol	miR122 inh	ERp5 inh	Statin myotox sup	SIRT5 inh
46	COc1ccc(-c2cc(C(=O)O)[nH]n2)cc1OC	-2	-4	/	-5
47	COc1ccc(NC(=O)Nc2ccc3c(c2)CC(=O)N([C@H](C)CO)C[C@H](C)[C@H](CN(C)Cc2ccc(-c4ccccc4)cc2)O3)cc1	-13[16.7 µM]	-3	42	-1
48	CCn1nnnc1SCC(=O)N(C1CCCCC1)C1CCCCC1	-2	/	-20	/
49	O=C(C[C@H]1CC[C@@H](NC(=O)NC2CCCCC2)[C@@H](CO)O1)NCc1ccccc1	/	2	5	-2
50	CC(=O)Nc1ccc(NC(=O)COC(=O)c2ccccc2C(=O)c2ccccc2)cc1	-7	0	2	-1
51	O=Cc1ccc(O)c(O)c1	-2	2	2	0
52	COC(=O)[C@H]1[C@H](CO)[C@H]2Cn3c(ccc(/C=C/c4ccccc4)c3=O)[C@H]2N1CCC(F)(F)F	/	1	29	-62
53	COc1ccc(NC(=O)CS(=O)(=O)c2ccccc2)cc1	4	3	-3	/
54	CC(=O)N1CCOc2ccc(S(=O)(=O)N3CCC(C(=O)Nc4cc(C)ccc4C)CC3)cc21	-3	-2	22	-1
55	CC1CCCN(S(=O)(=O)c2ccc(NC(=O)Cc3ccc(S(=O)(=O)N4CCOCC4)s3)cc2)C1 (stereo not drawn)	/	3	/	-2
56	Cc1ccc(/C=C(/C#N)C(=O)NC(C)c2ccccc2)o1 (stereo not drawn)	-3	4	/	13
57	O=C1C2CCCN2C(c2ccco2)N1c1ccc(F)cc1 (stereo not drawn)	/	11	/	-4
58	CCCC(=O)NCCc1nc2ccccc2n1C	-11	/	4	/
59	CNC[C@@H]1OCCCC[C@H](C)Oc2ccc(NC(=O)CCC(F)(F)F)cc2C(=O)N([C@@H](C)CO)C[C@@H]1C	0[16.7 µM]	-1	-12	-1
60	O=C1OCc2cc(NC(=O)C3CCCO3)ccc21 (stereo not drawn)	-4	/	7	/
61	CCOC(=O)N1CCC(NC(=O)c2ccc3c(c2)N(CC)CCS3)CC1	-1	-4	12	5
62	CCOC(=O)C1=C(C)NC(=O)NC1c1ccc(OC(C)C(=O)O)c(OC)c1 (stereo not drawn)	-4	0	0	/
63	O=C1c2ccc([N+](=O)[O-])cc2NC(c2ccco2)N1/N=C/c1ccco1 (stereo not drawn)	1	0	8	2

No.	Cneo AK release	ARNT-TACC3 inh	esBAF inh
46	4	/	/
47	-1	1	-6
48	0	-7	-6
49	-6	-21	-3
50	2	-6	10
51	3	1	-5
52	38	-19	6
53	-1	0	21
54	0	1	-3
55	/	16	/
56	-2	7	/
57	/	-5	/
58	-6	-8	1
59	-2	41	-4
60	-2	-1	-1
61	3	-6	-2
62	2	-5	-7
63	/	0	11
